Efa HMGR inh: E. faecalis class II HMG-CoA reductase inhibition | purified E. faecalis HMGR, NADPH absorbance 340 nm kinetic | inhibition, % at 10 µM | actives 0.41% (n = 190,000) | AID 1066;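 active = inhibition above a set limit, the median over all tested compounds plus 3 SD, cut at about 9.5% in these data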;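 note: enzyme runs in reverse so mevalonate oxidation gives rising NADPH absorbance; 0% = complete reaction with DMSO and 100% = background rate lacking mevalonate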
STAT1 act: increases IFN-gamma driven STAT1 reporter signal | NIH 3T3 STAT1-luciferase reporter, luminescence; 100% = IFN-gamma alone, no compound | activation (% of control), % at 5.5 µM | actives 2.6% (n = 200,000) | AID 932;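 active = activation above the screen-wide mean activation plus 3 SD, cut at about 130% in these data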;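 note: raw ratio to IFN-gamma control signal so 100% means no change and 0% no light; values of inactives mirror those of a sister screen read the other way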
APP 5UTR inh: APP translation inhibition. SH-SY5Y APP 5'UTR-luciferase reporter, luminescence. inhibition, % at 2 µM. actives 0.82% (n = 190,000). AID 1285;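 active = inhibition above a set limit, derived from the sample mean plus 3 SD, cut at about 45% in these data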; note: values of inactives mirror those of a sister screen read the other way
G6PDH CS: counter-screen for G6PDH assay hits: L. mesenteroides G6PDH inhibition; Purified L. mesenteroides G6PDH, diaphorase/resazurin coupled fluorescence, 45 min; inhibition, % at 5 µM; actives 0.12% (n = 200,000); in the data active = inhibition above about 50%
FLuc stim CS: affects firefly luciferase, flagging false hits in luciferase stimulation screens; activation factor at 10 µM; ATPlite luciferase biochemical, luminescence, 10 min; 0 = ATP-free wells, 1 = DMSO control; P08659; 200,000 tested, under 10 active;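 active = luciferase activation factor, scaled between plate controls, of at least 2 with compound at 10 µM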
Target sequence (P08659 whole entry, looked up): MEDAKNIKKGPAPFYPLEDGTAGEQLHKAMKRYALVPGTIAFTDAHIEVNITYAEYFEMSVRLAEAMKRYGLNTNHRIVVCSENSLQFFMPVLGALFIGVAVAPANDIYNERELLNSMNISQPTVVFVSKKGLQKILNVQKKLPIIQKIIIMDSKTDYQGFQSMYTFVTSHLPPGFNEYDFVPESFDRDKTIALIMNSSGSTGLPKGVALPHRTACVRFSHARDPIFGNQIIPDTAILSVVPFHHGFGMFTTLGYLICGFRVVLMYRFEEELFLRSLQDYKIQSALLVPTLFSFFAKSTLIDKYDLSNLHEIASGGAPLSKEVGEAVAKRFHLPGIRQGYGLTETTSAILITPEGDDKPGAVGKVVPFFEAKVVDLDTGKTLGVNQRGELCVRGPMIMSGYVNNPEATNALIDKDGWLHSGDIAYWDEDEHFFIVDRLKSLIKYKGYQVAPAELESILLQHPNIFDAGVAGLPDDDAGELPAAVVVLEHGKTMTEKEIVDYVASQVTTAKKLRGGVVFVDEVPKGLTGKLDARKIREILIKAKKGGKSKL
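Assay system: Luciferase/luciferin detection reagent, cell-free biochemical luciferase assay / Also added: ATP substrate / Schedule: 10 min at ambient temperature / Measured by: luminescence measurement of luciferase light output / Benchmarks: low control with PBS replacing ATP, high control enzyme plus ATP without compound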
NF-kB expr up: raises NF-kB expression in human neuronal cells; NF-kB reporter expression; active compounds read high; fold change at 12.5 µM; actives 1.6% (n = 190,000); in the data active = fold change above about 3.3
FLuc inhib CS: inhibits firefly luciferase, flagging false hits in luciferase inhibition screens | AID 1006 | ATPLite firefly luciferase biochemical luminescence, 10 min | actives 1.5% (n = 200,000) | inhibition, % at 10 µM | P08659;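 active = inhibition above about 50% when tested at 10 µM, limit read from the data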
Hsp70 act: Hsp70 transcriptional activation, primary screen | HeLa Hsp70 promoter luciferase reporter, luminescence; scaled: vehicle 0, proteasome-inhibitor control 100% | activation, % at 10 µM | actives 0.04% (n = 200,000);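 active = activation above the mean across all tested compounds plus 3 SD, cutoff set per campaign, cut at about 5.5% in these data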;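 note: 100% = MG132 at 30 µM as the positive control and 0% = DMSO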
DTT redox prof: compounds producing H2O2 with reducing agent – biochemical, NIH compound library profiling, artefact control for MLSCN library redox annotation, primary screen; DTT-dependent redox cycling H2O2, phenol red/HRP absorbance; 100% = 100 µM peroxide control, 0% = buffer; activation, % at 10 µM; actives 0.03% (n = 200,000); AID 878;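 active = activation of at least 50% relative to the plate's high and low controls in the primary single-dose screen; inactive = activation below 50%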;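 note: compound incubated with DTT at 0.8 mM final as the reducing agent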
APP 5'UTR act: APP 5'UTR luciferase reporter activation. activation, % at 2 µM. actives 1% (n = 190,000). AID 1276. SH-SY5Y APP 5'UTR luciferase reporter, luminescence; zero percent = DMSO vehicle wells;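 active = activation above a set limit, based on mean plus 3 SD of controls, cut at about 140% in these data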; note: values of inactives mirror those of a sister screen read the other way
Numbers without * were called inactive; nt = no result given. Only part of the results is shown; the hit share may differ from the screen's.

canonical_smiles,Efa HMGR inh,STAT1 act,APP 5UTR inh,G6PDH CS,FLuc stim CS,NF-kB expr up,FLuc inhib CS,Hsp70 act,DTT redox prof,APP 5'UTR act
CC(C)(C)c1ccc(O)c(CN2CCN(c3ccccc3)CC2)c1,1,99,-4,7,1.1,1.1,-7,-0.2,-0.4,4
CC1CN(c2ccc([N+](=O)[O-])cc2Cl)CCN1 (stereo not drawn),-6,105,4,9,1,1.1,-4,-0.1,-1.6,-4
O=C1NC(=O)C(=Cc2coc3ccccc3c2=O)C(=O)N1,-1,99,5,2,1,3.1,-1,0.1,-0.8,-5
COc1ccc(/C=C2/C(=O)NC(=O)N(Cc3ccco3)C2=O)cc1,3,95,-4,21,1,1,-1,0.0,-0.8,5
O=C(c1cc(F)ccc1F)C1CCCN(Cc2cccc(Cl)c2)C1 (stereo not drawn),-3,102,-10,12,1.1,0.88,-7,0.1,-1.3,10
O=C(CCS(=O)(=O)c1ccc(Br)cc1)N1CCC2(CC1)OCCO2,-2,56,-16,1,1,1.2,-1,-0.4,-2.5,16
O=C(CN1CCN(Cc2ccc(Cl)cc2)C1=O)N1CCC2(CC1)OCCO2,-1,104,0,-2,1,1.5,-4,-0.2,1.2,0
CCCCn1c(O)c(C(CC)=NCCN2CCOCC2)c(=O)[nH]c1=O,-7,100,-14,6,1,1,-5,0.2,1.1,15
CC1CN=C(NCCc2ccccc2)S1 (stereo not drawn),-5,97,-5,4,1,1.8,1,0.5,-0.7,5
O=C1/C(=C\c2cc3c(cc2Br)OCO3)N2CCC1CC2,-6,95,5,15,1,0.97,-4,-0.3,-0.2,-5

Molecules above that have sulfur:
canonical_smiles,Efa HMGR inh,STAT1 act,APP 5UTR inh,G6PDH CS,FLuc stim CS,NF-kB expr up,FLuc inhib CS,Hsp70 act,DTT redox prof,APP 5'UTR act
O=C(CCS(=O)(=O)c1ccc(Br)cc1)N1CCC2(CC1)OCCO2,-2,56,-16,1,1,1.2,-1,-0.4,-2.5,16
CC1CN=C(NCCc2ccccc2)S1 (stereo not drawn),-5,97,-5,4,1,1.8,1,0.5,-0.7,5

New compounds follow
canonical_smiles,Efa HMGR inh,STAT1 act,APP 5UTR inh,G6PDH CS,FLuc stim CS,NF-kB expr up,FLuc inhib CS,Hsp70 act,DTT redox prof,APP 5'UTR act
Cc1ccc(O)c(C(=O)c2cc(C(=O)NCc3ccccc3)c(=O)n(Cc3ccccc3)c2)c1,-4,97,-8,-7,1,0.78,-4,-0.5,0.4,8
Cc1cccc(CNCCc2ccccc2)n1,8,96,5,4,1,1.3,-3,-0.1,-0.3,-5
FC(F)(F)/C(=N\P(=S)(N1CCOCC1)N1CCOCC1)N1CCOCC1,-1,102,11,1,1.1,1,-6,-0.5,-1.1,-11
CN1C(=O)/C(=C\c2ccc(N3CCCCC3)o2)C(=O)NC1=S,0,133*,-14,-19,0.6,2.2,39,0.0,-2.8,14
CCOc1ccc(N=C2SCCCN2C)cc1,2,102,4,4,1,1,0,0.3,1.0,-4
CC(C)N1CCC2(CC1)NC(CO)(CO)CO2,-2,97,-5,13,1,1,-2,-0.3,0.4,5
COc1cccc(-n2c(C)nc3ccccc3c2=O)c1,-4,102,-2,17,1,1.1,-3,-0.1,1.8,2
O=C1C(=O)c2cccc3cccc1c23,-1,99,0,24,1.1,1.4,-6,-0.3,0.3,0
CC(=O)Nc1ccccc1OC(=O)N(C)C,-3,101,-12,3,1,1.5,-4,-0.4,-0.2,12
COc1ccc(-n2c(O)c(/C=C/C=Nc3ccccc3)c(=O)[nH]c2=O)cc1,0,93,-20,17,1.1,0.97,-8,-0.2,0.0,20
COc1ccc(CNCC(=O)N2CCC3(CC2)OCCO3)cc1,1,103,13,5,1,1.1,-1,-0.1,-2.7,-13
CCOC(=O)C(O)(c1ccc(NC(=O)c2ccco2)c(OC)c1)C(F)(F)F (stereo not drawn),1,101,10,5,0.7,0.99,31,0.1,1.9,-10
CNC(=O)Oc1cccc(-c2cn3cc(Cl)ccc3n2)c1,-1,117,-170,0,0.1,8.2*,95*,-0.5,-0.1,170*
COc1ccc(C(=O)C2CN(C)CC2c2ccc(Cl)cc2)cc1 (stereo not drawn),0,91,-2,10,1.1,1.1,-8,-0.2,-0.4,3
OC(C#CCN1CCOCC1)(c1ccccc1)C1CCCC1 (stereo not drawn),2,96,-3,1,1.1,1.3,-9,-0.1,-1.4,3
COc1c(C)cc(C(=O)C2CCCN(C3CCOCC3)C2)cc1C (stereo not drawn),-2,98,4,16,1,1.2,0,0.1,-2.1,-4
O=C(C1CC(=O)N(C2CCCCC2)C1)N1CCC2(CC1)OCCO2 (stereo not drawn),4,97,-28,3,1,1.4,0,0.0,-0.5,28
CNC(=O)OCCc1nccn1C,-4,107,-16,3,1.1,1.2,-5,-0.1,0.6,16
CC1(C)CC(CCNCc2ccc3c(c2)OCO3)(Cc2ccccc2)CCO1 (stereo not drawn),2,98,-2,27,1,1.1,-1,-0.1,-0.5,2
CCn1ccnc1CN1CCCC(C(=O)c2cccc(C(F)(F)F)c2)C1 (stereo not drawn),-1,83,12,10,1.1,1,-7,-0.2,-1.5,-12
CCC(CC)N1CCN(C(=O)Cc2ccccc2)CC1,-2,102,13,-1,1,1.4,-5,0.0,0.0,-13
COc1ccc(-c2[nH]ncc2CNC(C)Cc2cccc(C)n2)cc1F (stereo not drawn),2,99,0,8,1,nt,3,-0.2,-0.8,0
CCNC(=O)NC(=O)C(C)OC(=O)c1c(C)nn(Cc2ccccc2)c1Cl (stereo not drawn),0,102,-11,4,1.1,0.91,-10,-0.4,-0.2,11
COc1cccc(C2CC3C(=O)C=CC2N3Cc2ccccc2)c1 (stereo not drawn),-8,97,5,-3,1.1,1.5,-8,-0.3,0.0,-5
C=CCN1C(=O)/C(=C/c2cc(C)n(-c3cccnc3)c2C)C(=O)NC1=S,-5,101,0,12,1,1.3,-4,0.3,0.7,0
CC1=C(C(=O)O)N2C(=O)C(NC(=O)CCCC(=O)O)C2SC1 (stereo not drawn),-1,108,11,7,1,1.3,-1,-0.1,-0.1,-11
CCCC1(CCC)C(=O)NC(=Nc2ccc(C)cc2)NC1=O,-7,101,-24,4,1.1,1.2,-5,-0.2,-1.9,24
CC(C)n1cc(C(=O)N(CC(=O)NC2CCCC2)Cc2ccccc2)cn1,-8,97,-2,-5,1.1,1.1,-8,-0.5,1.3,3
CN(C)C1(c2nnnn2CCOC(=O)Nc2ccc(Cl)cc2)CCCCC1,-1,95,17,5,1.1,0.64,-9,-0.6,0.6,nt
CCCCOP(=O)(CN1CCOCC1)OCCCC,-1,109,1,6,1.1,0.93,-11,-0.2,23,-1
O=C(COc1ccccc1)N1CCN(CCN2C(=O)c3cccc4cccc(c34)C2=O)CC1,-1,98,-19,6,1,0.78,-4,0.0,0.1,19
CC(C)CN(CC(C)C)c1ccc(C=C2C(=O)NC(=S)NC2=O)cc1[N+](=O)[O-],1,95,-9,2,1.1,1.2,-9,-0.2,1.7,9
COC(=O)CSC1=NN1c1cc(C)nc(N)n1,-1,102,-8,-1,1,1.1,0,-0.1,0.5,8
N#Cc1cc2c(nc1SCC(=O)Nc1ccc(Cl)cc1)C1CCN2CC1,2,96,-67,8,1.1,1.2,-5,-0.3,-1.1,67
O=c1[nH]c(=S)[nH]c(O)c1CN1CCCCC1,2,106,-11,1,1,0.98,-2,-0.2,-0.2,11
O=C(CCn1nc(-c2ccc(Cl)cc2)ccc1=O)N1CCC2(CC1)OCCO2,-1,106,-13,10,1.1,1.1,-9,-0.3,-0.5,13
CCN1CCN(c2cc(N3CCCC3)c([N+](=O)[O-])cc2F)CC1,-3,95,8,14,1,1.3,-2,-0.4,0.2,-8
Clc1ccc(OCC#CCN2CCCCCC2)cc1,0,112,-30,4,1,nt,-4,-0.2,-0.4,30
O=C(Cc1ccccc1)Oc1ccccc1N1C(=O)CCC1=O,-6,92,-7,0,1,1.5,4,1.5,-1.0,7
Cc1ccc(S(=O)(=O)NC(CC(=O)N2CCC3(CC2)OCCO3)c2ccco2)cc1 (stereo not drawn),-4,98,9,24,1,1.2,-4,0.2,1.3,-9
CC(C)C[C@H]1C(=O)N2CCCC2[C@]2(O)O[C@](NC(=O)[C@@H]3C=C4c5cccc6[nH]cc(c56)CC4N(C)C3)(C(C)C)C(=O)N12 (stereo partly drawn),-4,105,-18,27,1.1,0.75,-8,-0.3,0.2,17
COc1ccccc1OCC(=O)Nc1ccc(Cl)cc1C(=O)c1ccccc1,0,104,-10,-19,1.1,1.1,-5,-0.3,1.8,10
O=C(N/N=C\C1C(=O)NC(=S)N(c2ccccc2)C1=O)c1ccc(O)cc1 (stereo not drawn),-1,103,2,21,1,1.4,-4,-0.2,-0.4,-2
CCCCSP1(=S)NCCCO1 (stereo not drawn),-4,98,-1,2,1,1.1,-2,-0.3,0.0,1
c1ccc2oc(N3CCNCC3)nc2c1,4,90,0,13,1.1,1.3,-8,0.1,0.7,0
COc1ccc(C(=O)C23CN4CN(CN(C4)C2)C3)cc1,1,98,-11,3,1.1,1,-6,-0.1,0.1,11
O=C1NC(=O)C(=Cc2cc([N+](=O)[O-])ccc2N2CCCCC2)C(=O)N1,1,94,-13,2,1.1,1.2,-9,0.2,-0.4,13
Cc1oc(-c2ccccc2)nc1CN1C(=O)C(C)N=C(c2ccccc2F)c2cc(Cl)ccc21 (stereo not drawn),-2,106,5,10,1.1,0.73,-8,-0.3,3.2,-5
Cc1ncc(CN2CCCC(C(=O)c3ccc(C(C)(C)C)cc3)C2)s1 (stereo not drawn),-4,100,11,3,1,1.8,3,-0.2,-0.9,-11
c1ccc(C2CC3CC4(CCCC4)N2O3)cc1 (stereo not drawn),0,96,-19,0,1.1,1.4,-6,0.0,0.0,19

(list continues)
canonical_smiles,Efa HMGR inh,STAT1 act,APP 5UTR inh,G6PDH CS,FLuc stim CS,NF-kB expr up,FLuc inhib CS,Hsp70 act,DTT redox prof,APP 5'UTR act
Cc1ccccc1OP(N)(=O)Oc1ccccc1C,1,107,12,0,1.1,1.3,-7,-0.2,-2.4,-12
CN(C)C(=O)Oc1cccc(OCc2n(C)c3ccccc3[n+]2C)c1,0,102,9,2,1.1,1.1,-8,0.0,-0.1,-9
CC(=O)Nc1cc(C(=O)N2CCC3(CC2)OCCO3)ccc1S(=O)(=O)c1ccc(Cl)cc1,2,98,9,-10,1.1,1.2,-6,-0.2,-0.1,-9
Cc1ccccc1N1C(=O)CC(=O)NC1=O,-8,102,5,5,1,1.2,-3,-0.3,0.8,-5
CN1CCC(OC(=O)C2c3ccccc3Oc3ccccc32)CC1,3,99,-18,2,1,1.1,-1,-0.1,0.8,18
Cn1c2ccccc2c2c(C(=O)N3CCC4(CC3)OCCO4)cn(C3CCCCC3)c(=O)c21,1,100,11,6,1.1,0.53,-6,-0.1,1.0,-11
Cc1ccc2c(c1)CC1(CN2C)C(=O)NC(=O)N(c2cc(C)ccc2C)C1=O (stereo not drawn),-3,100,-6,5,1.1,1.1,-5,-0.3,-1.0,6
COC(=O)C1C(OC(=O)c2ccccc2)CC2CCC1N2C (stereo not drawn),2,103,-1,7,1.1,1.2,-5,-0.1,0.5,1

Assay outcomes from PubChem BioAssay.
